MBNL1-CUG inh: blocks human MBNL1 binding to CUG repeat RNA. TR-FRET MBNL1-His/biotin-(CUG)12 binding, 665/545 ratio. Potency, µM (titrated, usually from 57.5 µM), inactives show at the top dose activity change, negative = inhibition, usual class: inhibitors. 280,000 tested, 0.036% active. AID 2675; active = well fitted inhibition curve with a large enough effect in the signal ratio, with a control signal flat, not every such curve was filed as active; inconclusive = small, poorly fitted or top-dose-only effect, or effect the other way, or a change in a side signal; inactive = no such curve, though single readings can be large or run the other way; the % refers to the signal ratio; note: % is set by controls: 0 for no effect and ±100 for the full control effect
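TR-FRET readout: Ex 340 nm, 665/545 nm emission ratio, normalized to buffer-only (basal) and MBNL1-(CUG)12 controls. Complex of MBNL1-His with Biotin-(CUG)12, compounds 92 nM–58 uM, incubated 60 min at room temperature.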
uPA generation: inhibitors of cell surface uPA generation; Potency, µM (highest dose often 38.3 µM), without a hit: at the top dose activity change, negative = inhibition, most hits filed as inhibitors; cell surface uPA generation assay, qHTS; AID 540303; 330,000 tested, 0.31% active; active = well fitted inhibition curve with a large enough effect; inconclusive = small, poorly fitted or top-dose-only effect; inactive = no such curve, though single readings can be large or run the other way; tested in mouse RAW 264.7 cells; note: % is set by controls: 0 for no effect and ±100 for the full control effect; nearly all actives have a fitted effect of over 55% in size
FLuc counter: counter-screen for miR-21 project: firefly luciferase inhibitors or activators | 360,000 tested, 6.9% active | purified FLuc, Km substrates, luminescence inhibition | P08659 | Potency, µM (titrated, usually from 57.5 µM), for inactives: top-dose activity change, negative = inhibition, most hits filed as inhibitors;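 note: plate controls were vehicle for no effect and reference inhibitor for full effect; nearly all actives have a fitted effect of over 55% in size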
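Biochemical qHTS of compounds, final roughly 60 µM downward over six points, against 10 nM purified firefly luciferase using Km concentrations of substrates (10 uM D-luciferin, 10 uM ATP) in Tris acetate pH 7.5 buffer; luminescence output.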
BRCA1 expr up: increases BRCA1 expression; Potency, µM (top dose mostly 46.1 µM), inactives show top-dose activation, hits mostly activators; MCF7-BRCA1-FFLuc reporter, luminescence, 48 h; response scale: scaled: vehicle 0%, 10 µM genistein 100%; 380,000 tested, 1.1% active; AID 624202; note: nearly all actives have a fitted effect of over 80% in size; some results filed as inactive show a strong effect at the top dose
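MCF7-BRCA1-FFLuc cells, 2000/well in phenol-red-free MEM, attached 2 h then treated 48 h at 37 C. Luciferase luminescence read 15 min after reagent; normalized to genistein maximum activation (10microM) and DMSO, concentration-response fitted.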
p53 reactivation: mutant p53 re-activation in reporter cells; 320,000 tested, 0.063% active; AID 504706; H1299 p53-A138V BP100-luciferase reporter, luminescence, 24 h; Potency, µM (series often up to 92.2 µM), for inactives: at the top dose activity change, positive = activation, actives largely listed as activators; note: % of control where 0% means no effect; nearly all actives have a fitted effect of over 45% in size
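H1299 (p53-null), stable ts p53-A138V + BP100-Luc; 1000 cells/well, Opti-MEM/10% FBS; cpd 4 pt, 1:5; 24 h, 37 deg C, 5% CO2; detection reagent 10 min RT; luminescence.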
NPC1 prom act: NPC1 promoter activation; Huh7 NPC1 promoter luciferase reporter, 24 h; Potency, µM (highest dose often 9.22 µM), for the others: at the highest dose activation, most hits filed as activators; 320,000 tested, 2.4% active;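 note: % of control where 0% means no effect; nearly all actives have a fitted effect of over 60% in size; reporter is driven by a mutant NPC1 promoter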
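Huh7 reporter cells (NPC1 promoter driving luciferase) are dosed with compound for 24 h at 37 °C, 5% CO2; luciferase detection reagent is then added and luminescence measured after 10 min at ambient temperature.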
Rab9 prom act: Rab9 promoter activation | Huh7 Rab9 promoter-luciferase reporter, luminescence, 24 h | AID 485297 | Potency, µM (top dose mostly 9.22 µM), for inactives: at the highest dose activation, negative = inhibition, most hits filed as activators | 320,000 tested, 2.8% active; note: % of control where 0% means no effect; nearly all actives have a fitted effect of over 60% in size
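Using Huh7 cells stably transfected with Rab9 promoter–luciferase, compounds were incubated 24 h at 37 °C, 5% CO2; luciferase luminescence was read 10 min after reagent addition.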
RORg inh: inhibitors of mouse ROR gamma transcriptional activity; P51450; Drosophila S2 Gal4-RORgamma UAS-luciferase reporter, 20 h; Potency, µM (top dose mostly 53.6 µM), for the others: top-dose activity change, negative = inhibition, hits mostly inhibitors; 310,000 tested, 5.4% active; AID 2551; note: % is set by controls: 0 for no effect and ±100 for the full control effect; nearly all actives have a fitted effect of over 60% in size
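Schneider cells (Drosophila), stable Gal4 DBD–ROR gamma + UAS-luc; 1 hr cmpd preincubation; Cu2+ induction 700 uM final; 20 hr ambient; luminescence.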
VP16 counter: inhibits Gal4-VP16 luciferase reporter, ROR gamma counter-screen; Potency, µM (doses to about 53.6 µM), for inactives: top-dose activity, negative = inhibition, usual class: inhibitors; Drosophila S2 Gal4-VP16 UAS-luciferase, luminescence, 20 h; 310,000 tested, 3.5% active;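 note: Gal4-VP16 expression switched on by copper sulfate through the metallothionein promoter; % is set by controls: 0 for no effect and ±100 for the full control effect; nearly all actives have a fitted effect of over 50% in size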
ELG1 genotoxic: genotoxicity induction in ELG1-luciferase HEK293T cells. HEK293T ELG1-luciferase reporter, luminescence, 16 h. Potency, µM (titrated, usually from 46 µM), inactives show top-dose activity change, positive = activation, most hits filed as activators. 330,000 tested, 1.3% active. AID 504466; note: % of control where 0% means no effect; nearly all actives have a fitted effect of over 60% in size
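Screening used a luciferase reporter fused to human ELG1 in HEK293T cells. Luminescence was read on a CCD plate imager after 16 hr exposure and 30 min ONE-Glo incubation.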
CXXC DNA block: blocks binding of human MLL CXXC domain to DNA | Potency, µM (top dose mostly 115 µM), inactives show top-dose activity change, negative = inhibition, actives largely listed as inhibitors | MLL-CXXC / FITC-HOXA9 DNA fluorescence polarization | 290,000 tested, 0.037% active | AID 2662 | Q03164; active = well fitted inhibition curve with a large enough effect in the polarisation, with a control signal flat, not every such curve was filed as active; inconclusive = small, poorly fitted or top-dose-only effect, or effect the other way, or a change in a side signal; inactive = no such curve, though single readings can be large or run the other way; the % refers to the polarisation
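Purified MLL-CXXC (added from a 7 uM solution) was preincubated 5 min at ambient with pinned compounds in 50 mM Tris-HCl pH 7.5, 50 mM NaCl, 1 mM DTT, 0.05% BSA. Fluorescein-labeled HOX-A9 DNA (50 nM solution) followed, 30 min, then polarization read.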
Starred values were filed as active, the others as inactive; [ ] = another dose, or the depositor's remark. Unless noted, calls come from the whole dose curve; as a rule, active = well fitted curve in the direction sought with a large enough effect; inconclusive = small, poorly fitted or top-dose-only effect, or another doubt; inactive = no such curve, though single readings can be large; an effect the other way counts as inactive or inconclusive. Potency is the fitted concentration of half-maximal effect.

Results for CC(C)c1ccc2c(c1)[C@H]1OCC[C@H]1[C@@H](c1cccs1)N2 ?
MBNL1-CUG inh: -5%; uPA generation: -13%; FLuc counter: 9.5µM*; BRCA1 expr up: -51%; p53 reactivation: inconclusive; NPC1 prom act: -14%; Rab9 prom act: -13%; RORg inh: inconclusive; VP16 counter: inconclusive; ELG1 genotoxic: 1%; CXXC DNA block: 4%

Results for O=C(COc1c(F)c(F)cc(F)c1F)NC(=O)NC1CCCC1 ?
MBNL1-CUG inh: 6%; uPA generation: 4%; FLuc counter: -5%; BRCA1 expr up: 17%; p53 reactivation: 1%; NPC1 prom act: -2%; Rab9 prom act: 0%; RORg inh: 21%; VP16 counter: -5%; ELG1 genotoxic: 4%; CXXC DNA block: -1%

Results for Cc1cc(C(=O)COC(=O)[C@H](C)NC(=O)c2ccco2)c(C)n1Cc1ccco1 ?
MBNL1-CUG inh: 2%; uPA generation: 1%; FLuc counter: 7.6µM*; BRCA1 expr up: -17%; p53 reactivation: 0%; NPC1 prom act: -2%; Rab9 prom act: 5%; RORg inh: 24%; VP16 counter: 17%; ELG1 genotoxic: 5%; CXXC DNA block: -2%

Results for O=C(Nc1cc(C(F)(F)F)ccc1-n1cncn1)c1ccc(Br)cc1 ?
MBNL1-CUG inh: 20%; uPA generation: 2%; FLuc counter: 12%; BRCA1 expr up: -27%; p53 reactivation: -1%; NPC1 prom act: -6%; Rab9 prom act: -3%; RORg inh: -29%; VP16 counter: -20%; ELG1 genotoxic: -1%; CXXC DNA block: -6%

How did C=CCn1c(SCC(=O)c2ccc(O)c(O)c2)nnc1-c1ccccc1OC do in these assays?
MBNL1-CUG inh: 6%; uPA generation: inconclusive; FLuc counter: -1%; BRCA1 expr up: 9%; p53 reactivation: 11%; NPC1 prom act: -5%; Rab9 prom act: -12%; RORg inh: 2%; VP16 counter: 2%; ELG1 genotoxic: -1%; CXXC DNA block: 1%

Results for N#C/C(=C\c1ccncc1)C(N)=O ?
MBNL1-CUG inh: -3%; uPA generation: -9%; FLuc counter: 3%; BRCA1 expr up: -2%; p53 reactivation: -1%; NPC1 prom act: -1%; Rab9 prom act: -2%; RORg inh: -29%; VP16 counter: -8%; ELG1 genotoxic: 0%; CXXC DNA block: -11%

What do the screens show for `CCSc1nc2ccccc2n1C(=O)/C=C/c1ccc(OC)c(OC)c1`?
MBNL1-CUG inh: 21%; uPA generation: 7%; FLuc counter: -10%; BRCA1 expr up: -83%; p53 reactivation: -16%; NPC1 prom act: -23%; Rab9 prom act: -26%; RORg inh: 7.1µM*; VP16 counter: inconclusive; ELG1 genotoxic: inconclusive; CXXC DNA block: 1%

Results for CCc1nc(SCc2ccc(OC)cc2)n[nH]1 ?
MBNL1-CUG inh: -3%; uPA generation: -21%; FLuc counter: inconclusive; BRCA1 expr up: 11µM*; p53 reactivation: inconclusive; NPC1 prom act: inconclusive; Rab9 prom act: inconclusive; RORg inh: 10%; VP16 counter: -13%; ELG1 genotoxic: inconclusive; CXXC DNA block: -1%

What do the screens show for `Cc1cc2nc(CCN(Cc3cccnc3)C(=S)Nc3ccccc3)[nH]c2cc1C`?
MBNL1-CUG inh: -16%; uPA generation: 11%; FLuc counter: 8%; BRCA1 expr up: -3%; p53 reactivation: -6%; NPC1 prom act: -2%; Rab9 prom act: -1%; RORg inh: 14µM*; VP16 counter: -28%; ELG1 genotoxic: -2%; CXXC DNA block: 15%

How did CCN(CC(=O)Nc1ccc(OC)cc1)CC(=O)Nc1ccc2c(c1)OCO2 do in these assays?
uPA generation: 6%; FLuc counter: 3%; BRCA1 expr up: 2%; p53 reactivation: -6%; NPC1 prom act: -3%; Rab9 prom act: 1%; ELG1 genotoxic: 0%

What do the screens show for `CCOC(=O)c1ccc(NC(=O)N2CCN(c3ccccn3)CC2)cc1`?
MBNL1-CUG inh: -5%; uPA generation: 3%; FLuc counter: -3%[2.3 µM]; BRCA1 expr up: 4%; p53 reactivation: -3%; NPC1 prom act: -1%; Rab9 prom act: -4%; RORg inh: 0%; VP16 counter: -2%; ELG1 genotoxic: -9%; CXXC DNA block: 1%

Results for COc1cc(N=Nc2c(O)c3ccccc3[nH]c2=O)c(OC)cc1N=Nc1ccccc1 ?
MBNL1-CUG inh: 4%; uPA generation: 5%; FLuc counter: 15µM*; BRCA1 expr up: -28%; p53 reactivation: -2%; NPC1 prom act: 3%; Rab9 prom act: -1%; RORg inh: 9%; VP16 counter: 9%; ELG1 genotoxic: -4%; CXXC DNA block: inconclusive

Results for C=CCSc1nccc(-c2cc(Cl)sc2Cl)n1 ?
MBNL1-CUG inh: 14%; uPA generation: 9%; FLuc counter: -4%; BRCA1 expr up: -36%; p53 reactivation: -2%; NPC1 prom act: 0%; Rab9 prom act: 8%; RORg inh: 0%; VP16 counter: 11%; ELG1 genotoxic: -1%; CXXC DNA block: -6%

How did O=C(CSc1nnc(CNC(=O)c2c(F)cccc2Cl)o1)NCc1ccc(F)cc1 do in these assays?
MBNL1-CUG inh: 4%; uPA generation: 2%; FLuc counter: -1%; BRCA1 expr up: 0%; p53 reactivation: 5%; NPC1 prom act: 2%; Rab9 prom act: 2%; RORg inh: -1%; VP16 counter: 0%; ELG1 genotoxic: 3%; CXXC DNA block: 7%

What do the screens show for `COc1ccc(-c2cc(C(F)F)n3ncc(C(=O)N4CCN5CCCC5C4)c3n2)cc1` (configuration not stated)?
MBNL1-CUG inh: inconclusive; uPA generation: -8%; FLuc counter: 11%; BRCA1 expr up: -42%; p53 reactivation: 5%; NPC1 prom act: -1%; Rab9 prom act: -5%; RORg inh: 0%; VP16 counter: -6%; ELG1 genotoxic: 2%; CXXC DNA block: -13%

Results for CCC(C(=O)OCC(=O)Nc1cc(OC)ccc1OC)c1ccccc1 (configuration not stated) ?
MBNL1-CUG inh: -5%; uPA generation: 4%; FLuc counter: inconclusive; BRCA1 expr up: 9%; p53 reactivation: 3%; NPC1 prom act: -1%; Rab9 prom act: -1%; RORg inh: -3%; VP16 counter: -1%; ELG1 genotoxic: -7%; CXXC DNA block: 4%

Results for CC(=O)Nc1cccc(-c2cc(-c3c(Cl)cccc3Cl)no2)c1 ?
MBNL1-CUG inh: 0%; uPA generation: -5%; FLuc counter: inconclusive; BRCA1 expr up: -2%; p53 reactivation: -1%; NPC1 prom act: -1%; Rab9 prom act: -7%; RORg inh: 20%; VP16 counter: -14%; ELG1 genotoxic: -3%; CXXC DNA block: -2%

How did CN(C)S(=O)(=O)c1cccc(C(=O)OCC(=O)Nc2ccccc2OC(F)F)c1 do in these assays?
MBNL1-CUG inh: -2%; uPA generation: -2%; FLuc counter: 2%; BRCA1 expr up: 27%; p53 reactivation: 7%; NPC1 prom act: -2%; Rab9 prom act: 2%; RORg inh: -14%; VP16 counter: 12%; ELG1 genotoxic: -1%; CXXC DNA block: 3%

Results for COCCNCCOCCOc1cccc(OC)c1 ?
MBNL1-CUG inh: 6%; uPA generation: 2%; FLuc counter: 5%; BRCA1 expr up: -14%; p53 reactivation: 13%; NPC1 prom act: 1%; Rab9 prom act: -7%; RORg inh: 6%; VP16 counter: -2%; ELG1 genotoxic: 3%; CXXC DNA block: -5%

What do the screens show for `O=C(N/N=C/c1ccc(F)cc1)c1cccc(NC(=O)c2ccc(F)cc2)c1`?
MBNL1-CUG inh: 3%; uPA generation: -19%; FLuc counter: 8.5µM*; BRCA1 expr up: 16%; p53 reactivation: -12%; NPC1 prom act: 23%; Rab9 prom act: inconclusive; RORg inh: -21%; VP16 counter: -8%; ELG1 genotoxic: -10%; CXXC DNA block: -2%

Random excerpt: 2 records from the list
Results for COCCNCCOCCOc1cccc(OC)c1 ?
MBNL1-CUG inh: 6%; uPA generation: 2%; FLuc counter: 5%; BRCA1 expr up: -14%; p53 reactivation: 13%; NPC1 prom act: 1%; Rab9 prom act: -7%; RORg inh: 6%; VP16 counter: -2%; ELG1 genotoxic: 3%; CXXC DNA block: -5%

Results for Cc1cc(C(=O)COC(=O)[C@H](C)NC(=O)c2ccco2)c(C)n1Cc1ccco1 ?
MBNL1-CUG inh: 2%; uPA generation: 1%; FLuc counter: 7.6µM*; BRCA1 expr up: -17%; p53 reactivation: 0%; NPC1 prom act: -2%; Rab9 prom act: 5%; RORg inh: 24%; VP16 counter: 17%; ELG1 genotoxic: 5%; CXXC DNA block: -2%

Compound activity as filed in PubChem BioAssay.

An excerpt. The share of hits here may be higher or lower than overall.
